MC4R antagonist – antagonists of human melanocortin 4 receptor (MC4R); MC4R-expressing cells, MTII-stimulated cAMP, LANCE TR-FRET; inhibition, % at 6.5 µM; 0.48% of 360,000 active; AID 540295;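 active = inhibition above its plate's cutoff, the mean of tested wells on that plate plus 3 SD, cut at about 29% in these data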;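 note: 0% = Melanotan II alone and 100% = Melanotan II plus saturating MCL0020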
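System: U2OS-MC4R stable cell line; Technique: Eu-cAMP/anti-cAMP TR-FRET, emission 671 nm; Repeats: single well per compound; Also added: Melanotan II; Dosing: one concentration, 6.5 µM nominal; Schedule: 30-min compound, 1-h challenge, 1-h detection, room temperature.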
m5-HT2A agonist – agonists of mouse serotonin 5-HT2A receptor (HTR2A). P35363. CHO-K1 mHTR2A beta-arrestin complementation, luminescence; percent of 30 µM serotonin response. activation, % at 7.6 µM. 0.66% of 360,000 active. AID 624169;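 active = activation above a run cutoff, the mean activation of all tested compounds plus 3 SD, cut at about 14% in these data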;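 note: 0% = plate median of compound wells and 100% = 30 µM serotonin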
N-glyco inh – N-linked glycosylation inhibition. D54 ERlucT glycosylation luciferase reporter, 24 h; percent of 100 nM tunicamycin response. reporter increase, % at 12.5 µM. 0.23% of 360,000 active;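 active = mean luciferase reporter signal, scaled so untreated is 0 and the glycosylation-blocking control 100, at or above a set limit in every replicate; inconclusive = mean reaches the limit but not every replicate does; inactive = mean below the limit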;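 note: luciferase carries N-glycosylation sites so blocking glycosylation raises the light; 0% = median of neutral control wells and 100% = median of 100 nM tunicamycin wells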
CaV13 ICDI inh – Primary screen for inhibitors of IQ motif and Ca2+-dependent inactivation inhibitor domain binding in CACNA1D, Förster resonance energy transfer in living cells, … | 0.098% of 340,000 active | HEK cells, CFP/YFP FRET ICDI-IQ, plate reader, 10 min; percent FRET-ratio fall versus neutral wells | AID 743397 | inhibition, % at 12.3 µM;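 active = mean replicate inhibition of at least 30% and at least 1% of replicates passing that level; inconclusive = only one of the two criteria is met; inactive = neither criterion is met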;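 note: 0% = median of the neutral control wells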
PDI inh – inhibitors of human protein disulfide isomerase; PDI insulin aggregation turbidity, A650, 90 min; inhibition, % at 10 µM; 0.052% of 350,000 active;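 active = mean inhibition across replicates of 30% or more, whatever share of single replicates reach that level; inconclusive = mean inhibition below 30% while every single replicate reaches 30%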;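 note: absorbance from insulin aggregation driven by PDI reduction with DTT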
MC4R barr agon – activates human MC4R beta-arrestin recruitment | U2OS MC4R beta-arrestin complementation, luminescence; percent of melanotan II response, DMSO zero | 0.98% of 360,000 active | AID 540308 | activation, % at 8.9 µM | P32245;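 active = activation above a per-plate cutoff, the mean activation of sample wells on that plate plus 3 SD, cut at about 8% in these data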
ABHD5 PLIN5 PPI – blocks binding of human ABHD5 to perilipin-5. Q00G26+Q8WTS1. Split G. princeps luciferase complementation, luminescence, 4 h. inhibition, % at 4 µM. 0.78% of 360,000 active;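 active = inhibition above the mean inhibition across every tested compound plus 3 SD, cut at about 22% in these data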;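 note: 0% = DMSO only wells and the 100% control is not disclosed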
Target sequence (Q00G26 whole entry, looked up): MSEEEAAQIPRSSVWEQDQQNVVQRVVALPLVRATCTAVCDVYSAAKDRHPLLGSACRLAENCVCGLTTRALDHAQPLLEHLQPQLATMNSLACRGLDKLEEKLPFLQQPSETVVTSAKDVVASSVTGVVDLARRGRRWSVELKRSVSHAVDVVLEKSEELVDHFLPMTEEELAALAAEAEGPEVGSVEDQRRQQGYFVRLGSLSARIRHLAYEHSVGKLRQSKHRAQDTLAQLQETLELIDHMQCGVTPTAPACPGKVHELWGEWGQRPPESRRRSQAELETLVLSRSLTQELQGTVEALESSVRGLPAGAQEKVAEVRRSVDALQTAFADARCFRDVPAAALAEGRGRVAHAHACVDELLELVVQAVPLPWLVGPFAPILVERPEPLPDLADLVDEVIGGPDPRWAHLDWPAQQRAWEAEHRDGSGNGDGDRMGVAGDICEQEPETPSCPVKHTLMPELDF
Target sequence (Q8WTS1 whole entry, looked up): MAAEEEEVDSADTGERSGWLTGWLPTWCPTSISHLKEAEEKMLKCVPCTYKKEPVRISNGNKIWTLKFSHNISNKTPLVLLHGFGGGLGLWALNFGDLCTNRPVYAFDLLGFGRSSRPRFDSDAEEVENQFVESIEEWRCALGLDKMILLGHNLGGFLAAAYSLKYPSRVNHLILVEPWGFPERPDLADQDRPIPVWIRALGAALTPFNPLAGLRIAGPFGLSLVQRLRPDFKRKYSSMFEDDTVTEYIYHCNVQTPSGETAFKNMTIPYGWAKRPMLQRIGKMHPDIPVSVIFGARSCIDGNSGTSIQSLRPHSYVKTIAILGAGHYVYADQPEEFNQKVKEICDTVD
Cardio protect – protects H9c2 cardiomyocytes from peroxide injury; H2O2 injury protection, ATPLite, 2 h; protection from H2O2 cell death, % at 20 µM; 0.63% of 360,000 active;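 active = compounds giving at least 50% protection of heart cells from peroxide-induced death in the single-dose screen, raw or plate-pattern-corrected value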;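 note: 0% = DMSO wells with peroxide and 100% = DMSO wells without peroxide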
Exocytosis inh – blocks lytic granule exocytosis. TALL-104 LAMP-1 surface exposure, flow cytometry; cells stimulated with thapsigargin and PMA. inhibition, % at 10 µM. 0.66% of 360,000 active. AID 651702;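 active = inhibition above about 55%, limit read from the data; inconclusive = no clear call, values can overlap the other calls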
ABCB6 inh 2 – inhibitors of human ABC transporter ABCB6; Q9NP58; 0.19% of 360,000 active; K562-ABCB6 porphyrin accumulation, flow cytometry, 1 h; active compounds read low; fluorescence ratio to DMSO, % at 10 µM; AID 602162;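 active = fluorescence ratio to DMSO below 75%, the collection mean minus 3 SD; inconclusive = too few cells collected in the well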;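 note: signal is porphyrin accumulated inside mitochondria; 100% equals median channel fluorescence of DMSO control wells; lower ratio means ABCB6 inhibition with less porphyrin fluorescence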
* marks the source's active call; other numbers are inactive results; ? = inconclusive; nt = not tested or not shown.

SMILES	MC4R antagonist	m5-HT2A agonist	N-glyco inh	CaV13 ICDI inh	PDI inh	MC4R barr agon	ABHD5 PLIN5 PPI	Cardio protect	Exocytosis inh	ABCB6 inh 2
CC(=O)c1ccc(NS(=O)(=O)c2ccc(N/C=C/C(=O)c3ccc(F)cc3)cc2)cc1	9	-6	0	-92	7	2.6	-1	-4	4	100
CCN(CC)c1ccc(NC(=O)COc2ccccc2C#N)cc1S(=O)(=O)Nc1ccc(OC)cc1	14	-8	-5	-19	8	-2.2	-1	0	0	98
Clc1ccc(-c2noc(CN3CCCC3)n2)cc1	-2	6	1	0	-8	-1.9	3	-3	4	86
C(=NOCCc1ccccc1)c1cccnc1	-2	0	-3	-6	2	1.8	-2	-1	12	102
CCCCNC(=O)C(C)N(CCN(C)C)C(=O)CCCN1C(=O)NC(c2ccc(Cl)cc2)C(C(=O)OCc2ccccc2)=C1C (stereo unspecified)	0	-5	-3	-6	24	-0.2	4	-25	65*	99
CC1=NN(C(=O)c2ccccc2F)C(O)(c2ccc(Cl)cc2)C1 (stereo unspecified)	12	-4	0	-20	2	-1.6	-1	10	-4	103
CCn1cc(Br)c(C(=O)NC(=S)Nc2ccc(C(=O)OC)cc2)n1	-2	1	2	-5	-9	-0.8	-6	-1	-4	92
COc1ccc(CCNC(=O)CCCNC(=O)Cn2cnc3sc(C)c(C)c3c2=O)cc1OC	-3	8	0	-5	5	2.4	13	6	-3	80
CCOC(=O)N1CCC(NC(=O)CCc2c(C)nc3ncnn3c2C)CC1	8	2	2	-8	-2	1.8	-6	9	1	95
CCc1nc2c(OCc3ccc(C#N)cc3)cccn2c1N(C)C(=O)C(C)C	3	10	2	-5	3	-1.5	-1	8	4	92
CCOc1cc2[nH]c(=S)n(CC3CCCO3)c(=O)c2cc1OCC (stereo unspecified)	2	-1	0	-6	-6	-1.4	-6	11	-10	99
Cc1cccc2cc(C3CC(c4ccco4)=NN3S(C)(=O)=O)c(Cl)nc12 (stereo unspecified)	9	1	-1	8	1	-0.8	7	2	-4	92
O=C(NCC1CCCO1)C1CC(c2ccccc2Cl)=NO1 (stereo unspecified)	15	2	2	-9	4	1.3	1	-11	-6	103
Cc1nnc(SCC(=O)NC2CCC(C)CC2)s1 (stereo unspecified)	4	-5	1	-5	-4	1.2	-4	-2	-4	96
COCCCn1c(SCC(=O)NNC(=O)c2cccc(O)c2)nnc1-c1ccncc1	7	6	-1	nt	-2	-2.7	2	5	-2	100
CCOC(=O)/C=c1\s/c(=C\c2ccc3cc(OC)ccc3c2)c(=O)n1CC(=O)NCc1ccc2c(c1)OCO2	6	-2	-1	-5	-3	0.4	1	8	-2	98
CC(C)NC(=O)N(C)C[C@H]1Oc2cc(C#Cc3ccc(F)cc3)ccc2S(=O)(=O)N([C@H](C)CO)C[C@H]1C	12	41*	-1	-4	-6	-0.2	1	-2	-1	100
COc1cc([N+](=O)[O-])c(OC)cc1SCc1n[nH]c(=S)n1-c1ccc(F)cc1	6	0	2	-5	-3	-1.2	-11	1	2	92
CCC(C)[C@H](NC(=O)C1CC(=O)N(c2ccc3c(c2)OCCO3)C1)C(=O)N1CCCCC1 (stereo partly specified)	5	2	2	-7	1	-3.8	-3	2	1	93
Cn1sc(NC(=O)c2cccc(Cl)c2)nc1=O	6	6	2	-6	2	-1.9	0	6	-2	95

Records listed above that bear a hit mark in m5-HT2A agonist.
mol	MC4R antagonist	m5-HT2A agonist	N-glyco inh	CaV13 ICDI inh	PDI inh	MC4R barr agon	ABHD5 PLIN5 PPI	Exocytosis inh	ABCB6 inh 2
CC(C)NC(=O)N(C)C[C@H]1Oc2cc(C#Cc3ccc(F)cc3)ccc2S(=O)(=O)N([C@H](C)CO)C[C@H]1C	12	41*	-1	-4	-6	-0.2	1	-1	100

Following part
SMILES	MC4R antagonist	m5-HT2A agonist	N-glyco inh	CaV13 ICDI inh	PDI inh	MC4R barr agon	ABHD5 PLIN5 PPI	Cardio protect	Exocytosis inh	ABCB6 inh 2
CCOC(=O)N1CCN(C(=O)C2CCCN(S(=O)(=O)c3cccnc3)C2)CC1 (stereo unspecified)	6	0	1	-3	nt	-1.1	1	14	5	107
CCn1c(SCc2ccc(F)cc2)nc2ccccc2c1=O	-3	5	-7	-18	-16	2.0	2	-2	32	100
O=C(Nc1ccc(Br)cc1)c1ccc(Br)c(S(=O)(=O)Nc2cccnc2)c1	7	7	2	-9	7	0.9	0	3	1	103
CCN(CC)C(=O)C1=C(C)N(CCCN2CCCC2=O)C(=O)C(CC(=O)NCc2cccs2)C1 (stereo unspecified)	8	6	1	-10	-16	0.5	3	1	-5	98
CC(=O)N1CCN(Cc2cc(=O)oc3cc(C)c(C)cc23)CC1	nt	-2	4	-7	nt	nt	3	7	2	94
COc1cc(C(=O)OC2CCOC2=O)c([N+](=O)[O-])cc1OC (stereo unspecified)	9	7	2	-7	8	3.9	0	-4	-2	104
Cc1nc(CS(=O)(=O)c2ccccc2)cc(Sc2ccc(Cl)cc2Cl)n1	8	-5	-4	-1	-2	2.9	-1	-13	-3	99
CCC1(c2ccc(F)cc2)NC(=O)N(CC(=O)Nc2ccccc2Cl)C1=O (stereo unspecified)	10	7	7	-4	0	-1.2	3	-3	-6	98
COc1cccc(NC(=O)COC(=O)/C=C/c2ccc(Cl)cc2Cl)c1	11	-2	1	-3	-8	3.9	1	-8	-4	95
O=C(NCCCN1CCN(c2ccccc2)CC1)Nc1ccccc1C(F)(F)F	-2	-4	-1	-2	-5	0.1	-6	8	3	91
COc1ccc(OC)c(NC=C2C(=O)OC3(CCCCC3)OC2=O)c1	13	-1	1	-5	7	-0.1	-2	19	6	76
COc1ccc(N2CCN(C(=O)CCNS(=O)(=O)c3ccccc3)CC2)cc1	5	-3	-1	2	0	-1.7	-8	-5	-1	92
CCN1CCN(c2ccc(Nc3ccnc4ccccc34)cc2)CC1	-2	-3	-12	-4	-6	-0.4	-2	2	-2	78
Cn1c2ccccc2c2nnc(SCC(=O)Nc3cccc(C(=O)O)c3)nc21	-1	-2	3	-2	0	2.1	-1	4	-3	103
CCCCCC(=O)N1C[C@H](O)[C@@H](n2cc(C3CC3)nn2)C[C@@H]1c1ccc(C)cc1	12	2	0	-6	-7	0.7	3	8	-2	98
C=C(C)Cn1c(SCC(=O)NCc2ccco2)nc2sc3c(c2c1=O)CCC3	3	-3	-2	-3	-5	-1.1	9	2	-1	98
COc1cc(/C=N/Nc2ccc(Cl)c(C(=O)O)c2)ccc1OC(=O)c1cccs1	-5	2	1	-3	6	-1.1	0	-1	-7	100
CC(=O)c1c(NC(=O)c2ccccc2)[nH]c(-c2ccccc2)nc1=S	11	-3	3	-5	-7	-1.6	-6	-2	-3	114
O=C(NCc1ccc(F)c(F)c1)C1Cc2c(-c3ccc4c(c3)OCO4)ccnc2O1 (stereo unspecified)	-11	2	?	-4	-3	-0.7	-4	0	12	95
COc1cccc(C(=O)NCCN2CCN(c3ccccc3)CC2)c1	-1	5	-1	-6	-3	-0.8	-1	2	-1	100
O=C(Nc1ccccc1Cl)Nc1ccnn1C1CCN(C(=O)CCN2CCCO2)CC1	1	2	2	-2	-3	-1.0	6	-1	-4	97
O=C(O)c1cccc([N+](=O)[O-])c1C(=O)Nc1ccc2ccccc2c1	28	-4	2	-2	1	-1.3	-12	-4	0	96
NC(=O)c1cc2cc([N+](=O)[O-])ccc2oc1=O	16	-5	1	5	-5	-1.1	2	2	1	98
Cc1ccc(C(=O)NCC(=O)Nc2ccc(S(=O)(=O)Nc3cc(C)nc(C)n3)cc2)cc1	5	2	5	-2	5	-2.8	-1	4	1	100
COc1ccc(N2CCC(CNC(=O)Nc3ccc(C)c(C)c3)C2)cc1 (stereo unspecified)	-10	-6	1	-6	6	0.8	4	-2	35	125
O=C(CN1CCN(c2ccccn2)CC1)Nc1cc(F)ccc1F	18	1	3	-5	-3	-0.1	-6	9	-2	96
Cc1ccc(NC(=O)c2ccc(Cl)nc2)cc1S(=O)(=O)N1CCOCC1	4	4	13	-6	4	-1.3	-4	6	0	97
CCOc1ccccc1Nc1nnc(SCC(=O)Nc2nc(-c3ccc(OC)cc3)cs2)s1	7	1	2	10	0	0.2	5	20	-3	95
Cc1cc(C)nc(NC(=NCCc2c[nH]c3ccccc23)NC(=O)Nc2ccc(Cl)c(Cl)c2)n1	25	5	-3	-5	-2	-1.0	1	1	2	92
CC(C)Oc1ccc(S(=O)(=O)N2CCOCC2)cc1NC(=O)CN1C(=O)NC2(CCCC2)C1=O	-2	10	0	-6	-1	0.5	-3	6	2	96
COc1ccc(NC(=O)COc2ccc3c(c2)OCO3)cc1	5	14	0	-18	8	-1.1	-13	-7	-5	97
Cc1ccnn1C(C)C(=O)O (stereo unspecified)	2	2	2	-5	7	-1.5	-1	8	0	98
COc1cc2ccccc2cc1C(=O)NC1CCCCC1	11	-1	1	-2	-7	0.0	3	-2	-1	97
O=C(NC1CC2CCCC(C1)N2C(=O)Nc1ccc(F)cc1)c1ccccc1 (stereo unspecified)	17	2	3	-3	8	-0.5	-6	1	-11	92
CCCCNC(=O)Nc1c(C)cc(SC#N)cc1C	-26	1	3	-3	-7	-2.0	-41	-6	2	103
O=C(O)CCN1C(=O)c2ccncc2C1=O	0	-1	0	-5	3	-1.3	-6	4	0	86
CN(C)c1cccc(C(=O)NCC2CCCO2)c1 (stereo unspecified)	0	-5	1	nt	6	0.0	-4	8	4	95
NC(=S)N/N=C/c1ccc(-c2ccc(Cl)c(Cl)c2)o1	-2	1	0	nt	-2	-2.7	-15	10	27	141
C=C1C(=O)[C@]23C[C@H]1CCC2[C@@]1(C)C(C[C@@H]3O)[C@](C)(C(=O)O)CC[C@@H]1O (stereo partly specified)	nt	2	-3	-2	nt	nt	36*	0	1	101
O=C(CSc1ccccc1)Nc1ccc2c(c1)OCO2	-1	3	-3	-3	-1	-0.9	1	2	-6	98
CC1CC(C)CN(C(=O)CCCn2c(=O)c3cccn3c3cccnc32)C1 (stereo unspecified)	13	-6	2	-4	3	-1.6	-15	4	-1	105
Cc1cccc(NC(=O)COC(=O)C2COc3ccccc3O2)c1C (stereo unspecified)	1	3	0	-6	1	-1.4	8	2	5	93
CC(=O)NCc1ccc(S(=O)(=O)N2CCN(S(=O)(=O)c3ccc4ccccc4c3)CC2)cc1	8	1	-2	-6	2	-1.2	15	-1	-8	101
Nc1cc(Cl)ccc1Nc1ccncc1	1	-6	-2	-4	18	-1.3	2	1	12	97
COC(=O)c1cc(C(C)=O)n2ccccc12	0	-2	7	nt	19	-1.5	1	1	6	101
Cn1cccc1/C=N/NC(=O)c1cccs1	-7	0	-1	-7	-4	0.4	3	1	-7	98
Cc1ccc(CCNC(=O)CCSCc2ccc(Cl)cc2)cc1	8	-2	1	-5	-7	6.4	2	-7	-1	104

Screening results (PubChem BioAssay)
